Screens as filed in PubChem.
LYPLA2 inh – LYPLA2 (human) inhibition in PME1 counter-screen. AID 2177. inhibition, % at 5.9 µM. recombinant LYPLA2, FP-Rh probe fluorescence polarization. 320,000 tested, 0.38% active;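 active means inhibition above the screen-wide mean plus 3 SD, limit set per campaign, cut at about 26% in these data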;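 further: 0% = LYPLA2 with DMSO and 100% = wells lacking LYPLA2 enzyme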
Target sequence (O95372 whole entry, looked up): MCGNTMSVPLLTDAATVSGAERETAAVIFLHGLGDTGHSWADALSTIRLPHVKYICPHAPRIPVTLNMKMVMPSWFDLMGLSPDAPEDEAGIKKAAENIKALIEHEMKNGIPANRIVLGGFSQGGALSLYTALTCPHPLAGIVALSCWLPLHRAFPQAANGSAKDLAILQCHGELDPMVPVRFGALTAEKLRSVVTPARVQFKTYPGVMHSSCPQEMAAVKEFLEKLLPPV
PREPL inh – inhibitors of human prolyl oligopeptidase-like enzyme PREPL | inhibition, % at 5.96 µM | AID 2751 | 320,000 tested, 0.68% active | recombinant PREPL, fluorescence polarization activity-based probe; in the data active means inhibition above about 43%;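 further: 0% = enzyme with DMSO and 100% = wells lacking enzyme; many of its hits are not listed in these tables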
pPAFAH FP inh – inhibitors of human plasma PAF acetylhydrolase (pPAFAH). Q13093. 330,000 tested, 1.5% active. inhibition, % at 3.39 µM. recombinant pPAFAH, FP-rhodamine probe fluorescence polarization;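 active means inhibition above the mean inhibition across the screen plus 3 SD, cut at about 25% in these data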;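 further: inhibitors block binding of the rhodamine activity-based probe so polarization drops; 0% = enzyme with DMSO and 100% = wells lacking pPAFAH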
LYPLA1 inh – blocks human lysophospholipase 1, a PME1 counter-screen; O75608; recombinant LYPLA1, FP-Rh probe fluorescence polarization; inhibition, % at 5.9 µM; 320,000 tested, 0.16% active;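 active means inhibition above the mean of all tested compounds plus 3 SD, set per campaign, cut at about 14% in these data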;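 further: inhibitors block serine hydrolase probe labeling of LYPLA1 so polarization falls; 0% = enzyme with DMSO and 100% = wells lacking LYPLA1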
Target sequence (O75608 whole entry, looked up): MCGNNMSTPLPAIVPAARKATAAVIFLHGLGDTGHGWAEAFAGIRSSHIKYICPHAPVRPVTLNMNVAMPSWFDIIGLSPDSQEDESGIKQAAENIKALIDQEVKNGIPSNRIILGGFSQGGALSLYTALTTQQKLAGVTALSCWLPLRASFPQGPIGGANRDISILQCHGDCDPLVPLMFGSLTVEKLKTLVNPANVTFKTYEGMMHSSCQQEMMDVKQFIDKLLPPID
PAFAH1B2 inh – blocks human PAF acetylhydrolase 1b catalytic subunit 2 | P68402 | recombinant PAFAH1B2, FP-rhodamine activity probe, fluorescence polarization | inhibition, % at 3.39 µM | 340,000 tested, 1.2% active | AID 492953;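 active means inhibition above the mean of all tested compounds plus 3 SD, cut at about 24% in these data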;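 further: 0% = enzyme with DMSO and 100% = wells lacking PAFAH1B2; many of its hits are not listed in these tables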
Target sequence (P68402 whole entry, looked up): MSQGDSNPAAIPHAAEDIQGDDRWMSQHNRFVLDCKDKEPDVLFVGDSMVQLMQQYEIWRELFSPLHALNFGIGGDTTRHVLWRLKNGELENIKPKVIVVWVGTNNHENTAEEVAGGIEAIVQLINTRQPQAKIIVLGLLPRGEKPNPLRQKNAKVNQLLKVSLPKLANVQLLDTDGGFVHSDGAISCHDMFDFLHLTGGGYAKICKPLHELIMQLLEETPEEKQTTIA
PAFAH2 FP inh – inhibitors of human PAFAH2. AID 492956. recombinant PAFAH2, FP-rhodamine activity probe, fluorescence polarization. inhibition, % at 3.39 µM. 340,000 tested, 0.99% active;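 active means inhibition above the mean over all tested compounds plus 3 SD, cut at about 30% in these data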;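 further: inhibitors block probe labeling of enzyme so polarization drops; 0% = enzyme with DMSO and 100% = wells lacking PAFAH2 protein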
ZTA DNA inh – ZTA (EBV) inhibition in EBNA-1 counter-screen; 320,000 tested, 0.15% active; inhibition, % at 11 µM; ZTA-DNA binding, fluorescence polarization; AID 2234; P03206; in the data active means inhibition above about 33%
PAFAH1B3 inh – PAFAH1B3 (human) inhibition; Q15102; recombinant PAFAH1B3, FP-rhodamine probe, fluorescence polarization; inhibition, % at 3.39 µM; 340,000 tested, 0.28% active; AID 492972;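 active means inhibition above the screen-wide average of all tested compounds plus 3 SD, cut at about 25% in these data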;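 further: 0% = enzyme with DMSO only and 100% = wells lacking PAFAH1B3 protein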
Target sequence (Q15102 whole entry, looked up): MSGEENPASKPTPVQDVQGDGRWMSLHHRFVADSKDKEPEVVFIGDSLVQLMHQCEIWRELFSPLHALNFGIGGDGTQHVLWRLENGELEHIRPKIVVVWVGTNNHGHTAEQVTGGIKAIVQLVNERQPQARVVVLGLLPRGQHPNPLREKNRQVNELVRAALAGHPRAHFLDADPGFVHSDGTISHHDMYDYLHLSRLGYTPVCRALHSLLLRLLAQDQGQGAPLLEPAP
EBNA-1 inhibitor – blocks EBNA-1 binding to DNA; EBNA-1 DNA binding, fluorescence polarization; inhibition, % at 14.8 µM; 300,000 tested, 0.34% active; in the data active means inhibition above about 28%
Active calls of the source: *; / = no result given.

SMILES	LYPLA2 inh	PREPL inh	pPAFAH FP inh	LYPLA1 inh	PAFAH1B2 inh	PAFAH2 FP inh	ZTA DNA inh	PAFAH1B3 inh	EBNA-1 inhibitor
COc1cccc(-c2cc(C(=O)N3N=C(C)CC3(O)C(F)F)c3ccccc3n2)c1 (stereo not given)	4	-5	0	1	2	3	12	1	8
CC(C)CCOc1ccc(C(=O)O)cc1	6	-3	3	1	2	-2	7	8	-3
COC(=O)c1ccccc1S(=O)(=O)N1CCn2cccc2C1C (stereo not given)	2	4	4	0	2	7	6	-1	-6
CCOC(=O)C1=CNS(=O)(=O)NC1c1ccc(C#N)cc1 (stereo not given)	/	/	0	/	3	-1	/	-1	/
CCN1CCN(C(C(=O)NC2CCCCC2)c2ccc(Cl)cc2)CC1 (stereo not given)	2	-24	2	3	6	-1	-4	11	-6
O=C(Cn1cnc(S(=O)(=O)N2CCCCC2)c1)Nc1ccc(OC(F)(F)F)cc1	-8	-21	-2	-7	-2	7	-2	1	-8
Cc1ccc(NC(=O)CSc2nc3ncc(Cl)cc3[nH]2)c(C)c1	-11	-4	3	-12	-1	5	8	5	5
O=C(NC1CCCC1)C1CCN(C(=O)c2ccc(Cl)cc2)CC1	0	11	3	4	5	-5	-21	-2	-10
O=C(CC(=O)Nc1ccccn1)Nc1ccccn1	7	9	2	3	-1	0	-13	4	11
COC(=O)Nc1ccc2c(c1)OCO2	-3	22	7	0	-3	-10	4	4	3
CC1CCCCN1C(=O)CSc1nc(-c2ccccc2)cc(=O)[nH]1 (stereo not given)	-6	-1	4	2	8	-4	0	14	-2
CC(NC(=O)COC(=O)C12CC3CC(CC(O)(C3)C1)C2)c1ccccc1 (stereo not given)	/	8	-6	/	4	20	/	6	/
CCc1ccc(CCC(=O)Nc2nnc(CC)s2)o1	0	12	-3	-3	-5	0	8	-4	-8
O=C(Nc1nnc(-c2ccc(Cl)s2)o1)C1CC1	3	1	5	-8	0	2	9	5	-4
O=C(NCc1ccccc1Cl)C1CCCN1C(=O)NCc1ccccc1 (stereo not given)	6	-3	1	2	2	-4	-13	0	-14

Of the compounds above, these have an NH in an aromatic ring:
SMILES	LYPLA2 inh	PREPL inh	pPAFAH FP inh	LYPLA1 inh	PAFAH1B2 inh	PAFAH2 FP inh	ZTA DNA inh	PAFAH1B3 inh	EBNA-1 inhibitor
Cc1ccc(NC(=O)CSc2nc3ncc(Cl)cc3[nH]2)c(C)c1	-11	-4	3	-12	-1	5	8	5	5
CC1CCCCN1C(=O)CSc1nc(-c2ccccc2)cc(=O)[nH]1 (stereo not given)	-6	-1	4	2	8	-4	0	14	-2

Following part.
SMILES	LYPLA2 inh	PREPL inh	pPAFAH FP inh	LYPLA1 inh	PAFAH1B2 inh	PAFAH2 FP inh	ZTA DNA inh	PAFAH1B3 inh	EBNA-1 inhibitor
CCOC(=O)Cc1cc(-c2ccc(O)cc2)nc2ccc3ccccc3c12	11	0	1	1	-1	6	1	3	-5
CCOc1ccc(C(C)=O)cc1COc1cccnc1[N+](=O)[O-]	-2	6	8	-6	7	-2	6	1	-1
COc1ccc(OC)c(C(c2nnnn2Cc2ccco2)N2CCN(C)CC2)c1 (stereo not given)	1	33	5	1	-2	-21	-7	-4	2
CCn1c(CSc2ncccn2)nnc1SCC(=O)N1CCCCC1	-4	-3	1	-2	3	0	-6	7	-11
Cc1ccccc1NC(=S)N1CCN(Cc2ccc3c(c2)OCO3)CC1	1	8	4	2	4	-2	2	-2	-1
O=C(Nc1ccc(F)cc1)c1cnc(-c2ccccc2)nc1-c1ccccc1	-5	-1	-14	-5	0	-9	-1	-1	22
COc1ccc(Sc2nnc(Cc3ccccc3)c3ccccc23)cc1	-11	-12	7	-6	2	-5	-7	9	-2
COc1ccc(CNC(=O)COC(=O)c2c[nH]c(=O)[nH]c2=O)cc1OC	3	15	0	-1	3	6	0	5	0
C1CN=C(NC23CC4CC(CC(C4)C2)C3)C1	2	-13	2	2	-2	-4	-16	-1	-7
COc1cc2c(cc1OC)C(c1cccs1)N(C(=O)c1cccnc1)CC2 (stereo not given)	1	-2	7	-4	0	-3	12	0	6
COC(=O)c1c(NC(=O)CSc2nc3ccccc3c(=O)n2-c2ccccc2)sc(C)c1C	-4	4	3	1	0	-8	11	5	4
O=C(c1cccc(C(F)(F)F)c1)C1CCCN(C(=O)Cn2cncn2)C1 (stereo not given)	2	-3	8	3	0	-7	3	11	1
Cc1cccc(C(=O)NCC(=O)N(C)Cc2nc3ccccc3c(=O)[nH]2)c1	/	7	3	/	4	3	/	5	/
COc1ccc(C(=O)NCc2nnc(SCC(=O)Nc3cccc(OC)c3)o2)cc1	1	2	3	1	6	5	-1	2	-5
O=C(COC(=O)/C=C/c1ccc([N+](=O)[O-])cc1)NC1CCCCC1	3	19	12	1	-5	21	4	2	/
O=C(CCCCCn1c(SCC(=O)c2ccccc2)nc2ccccc2c1=O)NCc1ccco1	-7	0	-1	0	-2	-8	2	-5	17
Cc1cccc2nc(COc3ccc(-c4ccccc4)cc3)cn12	-1	-3	1	1	/	/	10	/	8
CN1CCN(Cc2c(O)ccc3c2oc(=O)c2ccccc23)CC1	-1	11	2	3	4	1	-1	0	-13
CCCc1cn(S(=O)(=O)c2ccc(OC)cc2OC)nc1N	4	0	4	-2	1	-3	18	1	8
COC(=O)Cc1c(C)nc2nc(NCc3cccc([N+](=O)[O-])c3)[nH]n2c1=O	3	5	6	2	5	-2	15	7	0
Cc1ccc(CCN2CC(C(=O)NC(C)C)CC2=O)cc1 (stereo not given)	1	1	1	2	19	25	1	16	1
O=C(CSc1ccccc1C(=O)O)NC1CCCCCCC1	2	0	5	2	24	14	8	3	10
Cn1cc(Br)c(C(=O)Nc2sc3c(c2C(N)=O)CCC3)n1	-1	16	10	0	4	7	-35	10	1
COC(=O)c1oc2nc(C)cc(C)c2c1N	3	-3	2	2	4	-2	-9	7	-2
C/C(=C\C(=S)Nc1ccccc1)Nc1cccc2ccccc12	-7	11	-2	-8	3	-1	-11	-3	-6
CC(C)Cc1ccc(CN2CCCC(NC(=O)CCn3cnnn3)C2)cc1 (stereo not given)	7	-6	5	1	8	-5	-7	7	-2
CCOC(=O)C1=C(COC(=O)c2cc(S(=O)(=O)N(C)C)ccc2C)NC(=O)NC1C (stereo not given)	-13	6	-1	-3	2	3	0	0	/
Cc1cc(N(CC(=O)O)S(C)(=O)=O)ccc1Br	0	-11	1	2	0	4	18	7	10
CC(=O)c1cccc(NC(=O)C(C)OC(=O)CCN=C2NS(=O)(=O)c3ccccc32)c1 (stereo not given)	-6	4	-7	-3	106*	106*	-2	86*	-3
Cc1c(NC(C)C)c(=O)n(-c2ccccc2)n1C	0	0	-1	-1	3	7	16	0	6

Fetched by structure from above:
SMILES	LYPLA2 inh	PREPL inh	pPAFAH FP inh	LYPLA1 inh	PAFAH1B2 inh	PAFAH2 FP inh	ZTA DNA inh	PAFAH1B3 inh	EBNA-1 inhibitor
Cc1cc(N(CC(=O)O)S(C)(=O)=O)ccc1Br	0	-11	1	2	0	4	18	7	10
COC(=O)c1oc2nc(C)cc(C)c2c1N	3	-3	2	2	4	-2	-9	7	-2
COC(=O)Cc1c(C)nc2nc(NCc3cccc([N+](=O)[O-])c3)[nH]n2c1=O	3	5	6	2	5	-2	15	7	0
CN1CCN(Cc2c(O)ccc3c2oc(=O)c2ccccc23)CC1	-1	11	2	3	4	1	-1	0	-13
Cn1cc(Br)c(C(=O)Nc2sc3c(c2C(N)=O)CCC3)n1	-1	16	10	0	4	7	-35	10	1
Cc1c(NC(C)C)c(=O)n(-c2ccccc2)n1C	0	0	-1	-1	3	7	16	0	6

Remaining list, next part
SMILES	LYPLA2 inh	PREPL inh	pPAFAH FP inh	LYPLA1 inh	PAFAH1B2 inh	PAFAH2 FP inh	ZTA DNA inh	PAFAH1B3 inh	EBNA-1 inhibitor
CC(C)Oc1ccc(C(=O)NC(=S)N2CCOCC2)cc1	-3	5	6	1	3	5	-17	-4	-4
C(=N\Nc1ccccn1)/c1cccnc1	6	10	1	6	4	-4	12	0	3
Nc1nc(SCc2ccc(Cl)cc2)ns1	4	8	-8	1	20	-14	-12	8	-2
Cc1cc(NS(=O)(=O)c2ccc(NC(=O)/C=C/c3ccco3)cc2)nc(C)n1	2	-6	7	3	2	1	8	3	-4
O=C1c2ccccc2C(=O)N1CC(O)CNc1ccc(Br)cc1 (stereo not given)	3	16	1	3	5	-7	-6	0	-8
O=C(/C=C/c1ccccc1)OCCCCN=C1NS(=O)(=O)c2ccccc21	2	8	0	1	5	-1	-18	11	7
CC(=O)n1nc(-c2ccccc2)nc1NCc1cccs1	6	7	4	0	5	-2	10	14	-2
COc1cccc(CC(=O)OCC(=O)c2cc(OC)ccc2OC)c1	-1	0	-8	-2	1	-1	-13	4	/
O=C(NCc1ccccc1)c1ccc2c(c1)C(=O)N(Cc1ccncc1)C2=O	7	5	-1	2	4	10	13	-4	8
C=CCc1cccc(/C=C/c2cc(=O)c3ccccc3[nH]2)c1O	-8	14	3	-7	4	-11	3	4	26
CCc1ccc2c(c1)C(=O)c1ccccc1C2=O	2	16	5	3	3	-1	-9	-2	3
CC(=NNC(=O)CSc1nc2ccccc2o1)c1ccco1	/	17	-3	/	-1	7	/	2	/
O=C(OC1C2CCC1C1CN(CCc3ccccc3)CC12)c1ccccc1 (stereo not given)	4	14	3	0	4	14	-1	9	-10
O=C(O)Cc1ccc2c(c1)N(S(=O)(=O)c1cccc(C(F)(F)F)c1)CC(C(=O)O)O2 (stereo not given)	-4	-8	-2	-2	27*	2	-11	-5	3
O=C(Cc1ccccc1)NCC1CCCO1 (stereo not given)	-1	21	-1	-2	5	-1	-2	0	3

Ordered by count of non-hydrogen atoms (falling): some entries from above.
SMILES	LYPLA2 inh	PREPL inh	pPAFAH FP inh	LYPLA1 inh	PAFAH1B2 inh	PAFAH2 FP inh	ZTA DNA inh	PAFAH1B3 inh	EBNA-1 inhibitor
C=CCc1cccc(/C=C/c2cc(=O)c3ccccc3[nH]2)c1O	-8	14	3	-7	4	-11	3	4	26
CC(C)Oc1ccc(C(=O)NC(=S)N2CCOCC2)cc1	-3	5	6	1	3	5	-17	-4	-4
CCc1ccc2c(c1)C(=O)c1ccccc1C2=O	2	16	5	3	3	-1	-9	-2	3

(cont.)
SMILES	LYPLA2 inh	PREPL inh	pPAFAH FP inh	LYPLA1 inh	PAFAH1B2 inh	PAFAH2 FP inh	ZTA DNA inh	PAFAH1B3 inh	EBNA-1 inhibitor
CC(C)[C@H](NC(=O)N1CCC(Cc2ccccc2)CC1)C(=O)O	1	14	0	-5	8	7	-10	-2	3
COc1ccccc1COCC(O)CN1CCN(S(=O)(=O)c2cccc(F)c2)CC1 (stereo not given)	3	8	-2	-2	6	0	-2	4	/
COc1ccccc1NC(=O)CSc1nnc(CNC(=O)c2cccs2)o1	2	-3	2	4	-1	1	11	6	2
CC(C)(Oc1ccc(CCNC(=O)c2ccc(Cl)cc2)cc1)C(=O)O	2	-7	-8	-1	1	2	5	3	-2
CCOC(=O)C1=C(C)NC(C)=C(C(=O)OCC)C1c1cccc(C)n1	1	16	-1	-2	-2	-4	-5	-1	12

An excerpt (hit frequency here may not be typical).
